Screening data deposited in PubChem BioAssay by National Center for Advancing Translational Sciences (NCATS).
HT1080 IDH1KD tx: qHTS for induction of synthetic lethality in tumor cells producing 2HG: qHTS for the HT-1080-IDH1KD cell line; HT-1080 IDH1 knockdown viability, ATP luminescence, 48 h; Potency, µM (doses to about 46.1 µM), for the others: top-dose activity, negative = toxicity, actives largely listed as cytotoxic; actives 2% (n = 360,000); AID 686971, 2013;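 further: potency means the concentration at half of the fitted maximal effect; 0% = DMSO wells and -100% = cell-free medium wells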
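Luminescent ATP read-out (CellTiter-Glo, 10 min at room temperature) after 48 h compound exposure at 37 °C gave viability of IDH1-knockdown HT-1080 cells. Activity was normalised to DMSO and cell-free wells, then fitted as concentration-response curves.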
KB-V1 MDR tox: qHTS assay for MDR1-selective chemotherapeutics: Primary screen using the drug-selected MDR subline cells KB-V1; Potency, µM (highest dose often 46.1 µM), for inactives: top-dose activity change, negative = cytotoxicity, usual class: cytotoxic; actives 3.4% (n = 400,000); KB-V1 MDR cells viability, CellTiter-Glo, 72 h; further: potency means the concentration at half of the fitted maximal effect; on the % scale 0 is the no-effect control and ±100 the full control effect; nearly all actives have a fitted effect of over 60% in size
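Drug-selected KB-V1 cells, grown in DMEM lacking phenol red with 10% FBS, receive compound titrations; after three days at 37 degrees C, surviving cell ATP is quantified by CellTiter-Glo luminescence and responses normalized and curve-fitted.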
KB-3-1 tox: qHTS assay for MDR1-selective chemotherapeutics: Primary screen using the parental adenocarcinoma cell KB-3-1. KB-3-1 viability, CellTiter-Glo ATP luminescence, 72 h. Potency, µM (top dose mostly 46.1 µM), without a hit: at the highest dose activity change, negative = cytotoxic, usual class: cytotoxic. actives 1.4% (n = 400,000). AID 1347075, 2019; further: potency means the concentration at half of the fitted maximal effect; on the % scale 0 is the no-effect control and ±100 the full control effect; nearly all actives have a fitted effect of over 60% in size
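Viability of parental KB-3-1 cells, measured by CellTiter-Glo luminescence, followed a 72 h incubation at 37 °C with pinned compounds in phenol-red-free DMEM containing 10% FBS.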
IL1B secr inh: qHTS for Inhibitors of Inflammasome Signaling: IL-1-beta AlphaLISA Primary Screen; THP-1 LPS/ATP IL-1B secretion, AlphaLISA, 16 h; stronger effect = lower value; activity change, % at 57.5 µM; actives 4.7% (n = 360,000); AID 743279, 2014; in the data active means activity change below about -50%; inconclusive means mostly about -30% to -49%; further: on the % scale 0 is the no-effect control and ±100 the full control effect
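Secreted IL-1B measured by AlphaLISA bead assay after 16 h compound exposure of THP-1 cells; compounds (final up to 57.5 uM) added 1 h before LPS (250 ng/mL) and ATP (1.25 mM) stimulation; lower signal means less secretion.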
HT1080NT lethal: qHTS for induction of synthetic lethality in tumor cells producing 2HG: qHTS for the HT-1080-NT fibrosarcoma cell line | HT-1080-NT fibrosarcoma viability, CellTiter-Glo ATP luminescence, 48 h | Potency, µM (top dose mostly 46.1 µM), without a hit: at the highest dose activity, negative = less viability, hits mostly cytotoxic | actives 1.6% (n = 360,000) | AID 686970, 2013;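 further: NT is the 2HG producing partner of a matched IDH1 knockdown line; potency means the concentration at half of the fitted maximal effect; 0% = DMSO-treated cells and -100% = media-only wells without cells; nearly all actives have a fitted effect of over 55% in size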
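Fibrosarcoma NT cells, 750 per well in 5% FBS RPMI, were exposed to compound for 48 hours. Viability: CellTiter-Glo luminescence.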
GLP1R cytotox: qHTS of GLP-1 Receptor Inverse Agonists: Cytotox Screen; Potency, µM (series often up to 38.3 µM), for the others: at the top dose activity change, negative = inhibition, hits mostly inhibitors; actives 0.13% (n = 410,000); HEK293 cAMP-luciferase reporter cells, luminescence, 24 h; AID 624418, 2012;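 further: loss of luciferase light is scored as toxicity; potency means the concentration at half of the fitted maximal effect; on the % scale 0 is the no-effect control and ±100 the full control effect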
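MLSMR compounds, 24 hr on cells at 37 deg C/5% CO2; luminescence after luciferase reagent (12 min RT). Inhibition counted as the undesired cytotoxic outcome.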
SW480 rerep: A quantitative high throughput screen for small molecules that induce DNA re-replication in SW480 colon adenocarcinoma cells; SW480 DNA re-replication, Hoechst DNA content imaging, 48 h; Potency, µM (doses to about 46.1 µM), for the others: top-dose re-replication activation, usual class: activators; actives 1.8% (n = 340,000); further: potency means the concentration at half of the fitted maximal effect; % of control where 0% means no effect; nearly all actives have a fitted effect of over 55% in size
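Image-based read-out: total Hoechst fluorescence of nuclei (405 nm excitation, 500-530 nm emission), with hits raising the fraction of high-intensity nuclei. SW480 colon cells incubated 48 hr with compounds at 37 C.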
MCF10A rerep: A quantitative high throughput screen for small molecules that induce DNA re-replication in MCF 10a normal breast cells | MCF 10A DNA re-replication, Hoechst nuclear intensity, 48 h | Potency, µM (highest dose often 46.1 µM), for the others: at the highest dose activity, positive = re-replication, usual class: activators | actives 2.9% (n = 350,000) | AID 624296, 2012; further: potency means the concentration at half of the fitted maximal effect; % of control where 0% means no effect; nearly all actives have a fitted effect of over 50% in size
DRD3 agonist: qHTS of D3 Dopamine Receptor Agonist: qHTS; AID 652048, 2013; D3R DiscoveRx beta-arrestin cells, luminescence, 90 min; max activation, %; actives 0.58% (n = 410,000); D(3) dopamine receptor (Homo sapiens), P35462; in the data active means max activation above about 30%; further: 0% is about no effect; mostly tested at two doses, the higher about 12 µM
Target sequence (P35462 whole entry, looked up): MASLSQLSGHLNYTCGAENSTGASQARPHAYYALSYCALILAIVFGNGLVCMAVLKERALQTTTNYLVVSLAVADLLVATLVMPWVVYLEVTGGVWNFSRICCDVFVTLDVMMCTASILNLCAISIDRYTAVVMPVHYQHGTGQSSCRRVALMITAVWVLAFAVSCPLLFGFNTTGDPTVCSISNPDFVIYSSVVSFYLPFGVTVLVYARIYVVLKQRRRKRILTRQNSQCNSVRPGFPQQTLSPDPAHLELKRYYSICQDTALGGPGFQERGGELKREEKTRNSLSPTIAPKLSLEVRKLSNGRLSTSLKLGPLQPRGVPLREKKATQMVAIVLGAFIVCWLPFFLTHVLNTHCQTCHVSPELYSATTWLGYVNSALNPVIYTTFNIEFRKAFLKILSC
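Agonist mode: compounds and dopamine controls were applied to plated cells for 90 min at 37 degrees C after an overnight attachment at 1500 cells/well. Luminescent read-out followed 30 - 60 minutes at room temperature with DiscoveRx detection reagent.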
* = called active by the depositor; u = inconclusive; x = no result given; & = joins results of further samples; [ ] = another dose, or the depositor's remark. Unless noted, the call rests on the fitted dose curve; in most records, active means well fitted curve in the direction sought with a large enough effect; inconclusive means small, poorly fitted or top-dose-only effect, or another doubt; inactive means no such curve, though single readings can be large; an effect the other way counts as inactive or inconclusive.

entry | Molecule | HT1080 IDH1KD tx | KB-V1 MDR tox | KB-3-1 tox | IL1B secr inh | HT1080NT lethal | GLP1R cytotox | SW480 rerep | MCF10A rerep | DRD3 agonist
1 | COc1cccc(-c2cnc3c(NC(C)=O)cc(-c4ccc(S(C)(=O)=O)cc4)cn23)c1 | u | u | -5% | u | u | -10% | x | x | 5
2 | Cc1ccc2oc(=O)c3cc(C(=O)NCCN4CCN(C)CC4)sc3c2c1 | 27% | -16% | 2% | -5 | 8% | -5% | -1% | 5% | -6
3 | O=C(Nc1cccnc1)c1cccs1 | u | 19% | 3% | 22 | -13% | -2% | 1% | u | -18
4 | CC(=O)OCCN(CCOC(C)=O)c1c(C)[nH]c(=O)[nH]c1=O | 11%[9.24 µM] | 14% | 11% | 25 | -5% | 23% | 2% | 3% | -1
5 | CCCCNC(=O)c1ccc2c(SCC(=O)O)c3c(nc2c1)CCCC3 | 6% | -2% | 6% | 2 | 6% | 9% | -2% | -7% | 0
6 | O=C(CSc1nc2ccc(NC(=O)C3CCCCC3)cc2s1)NCC1CCCO1 (stereo not drawn) | -22% | u | 0% | 0 | -3% | 68%[activator] | -5% | -1% | -5
7 | CC1=C(C(=O)OC(C)C)C(c2ccc(O)cc2)NC(=O)N1 (stereo not drawn) | 10% | -23% | -9% | 0 | 0% | -14% | 0% | -11% | 7
8 | COc1ccc(C2=NOC3(CC(=O)N(c4ccc(F)cc4)C3=O)C2)cc1 (stereo not drawn) | 12% | 27% | 0% | 30 | 12% | -3% | -6% | 5% | 5
9 | Clc1ccc(Sc2cc(N3CCOCC3)nc(-c3ccccc3)n2)cc1 | 13% | -11% | 0% | 0 | 2% | 7% | -2% | u | -7
10 | O=C(CSc1nc2ccccc2o1)c1ccc2c(c1)OCCO2 | -2% | 0% | -1% | -2 | -4% | -6% | -1% | -4% | -12
11 | O=C(O)c1cccc(NC(=O)c2ccccc2)c1 | -10% | u | -13% | -14 | -11% | 0% | 5% | 4% | -6
12 | CCOC(=O)C(=O)/C(=C\N(C)C)c1onc(-c2c(F)cccc2Cl)c1C(=O)OC | 7% | 9% | 17% | 4 | 9% | 5% | -3% | -4% | 5
13 | CC(C)CCn1c(Cl)nc2c1c(=O)n(C)c(=O)n2C | -3% | u | -25% | 8 | -15% | 3% | 0% | 9% | 8
14 | CCOc1ccccc1NC(=O)NC1(C(=O)N2CCOCC2)CCCCC1 | -1% | 0% | -3% | 0 | 2% | 16% | -6%[9.22 µM] | 3% | -7
15 | Cc1ccc(C(=O)Nc2ccc(C(=O)O)cc2)cc1S(=O)(=O)Nc1cccc([N+](=O)[O-])c1 | 16% | 0% | 3% | 0 | u | 11% | -1% | 18% | 1
16 | COc1cc(CC(=O)OCC(=O)c2c[nH]c3ccccc23)cc(OC)c1OC | -14% | -15% | u | 56 | -3%[9.24 µM] | -11% | u | u | 0
17 | CC(O)[C@H]1CC[C@H]2[C@@H]3CC[C@H]4C[C@@H](O)CC[C@]4(C)[C@H]3/C(=N/O)C[C@]12C (stereo partly drawn) | 6% | 8% | 0% | 0 | 5% | 5% | -7% | -3% | 3
18 | CCN[C@H]1CN(CCCOC)S(=O)(=O)c2sc(S(N)(=O)=O)cc21 | 13% | -1% | 0% | 10 | 17% | 0% | 9% | -27% | 15&6
19 | Cn1nc(-c2ccc(OCC(N)=O)cc2)c2ccccc2c1=O | 2% | -4% | 2% | 10 | 10% | 2% | -37%[inhibitor] | 0% | 0
20 | CCCCOc1ccccc1-c1ccccc1CN1[C@@H](C(C)C)COCCS1(=O)=O | u | 0% | 0% | 16 | u | 7% | 1% | u | -24
21 | O=C(CN1C(=O)CC(c2ccccc2)S(=O)(=O)c2ccccc21)NC1CCCC1 (stereo not drawn) | 0% | -27% | 15% | 12 | 5% | 1% | u | -38%[inhibitor] | -8
22 | Cc1ccc(-c2nc(CS(=O)CC(=O)NCCC(C)C)c(C)o2)cc1 (stereo not drawn) | -7% | -12% | -13% | 0 | -3% | 2% | 3% | -2% | -5
23 | CC(C(=O)N1CCOCC1)c1ccc([N+](=O)[O-])cc1 (stereo not drawn) | -2% | -5% | 0% | -8 | -2% | 1% | u | 0% | 1
24 | Cn1c(SCC(=O)NCC2CCCO2)nc2c(c1=O)SCC2 (stereo not drawn) | 8% | 10% | 13% | 0 | 7% | -7% | 1% | 2% | 11
25 | CCN(CC)c1ccc(NC(=O)c2cncc(Br)c2)cc1 | -4% | u | 0% | -25 | 0% | -26% | -7% | -1% | 1
26 | CCOc1cc(/C=C2\NC(=O)NC2=O)cc([N+](=O)[O-])c1O | -3% | 3% | -7% | 10 | -3% | u | 0% | 0% | -4
27 | CC(C)CN1CCN(Cc2ccc(CN3CCCCC3)s2)CC1CCO (stereo not drawn) | -2% | 10% | 1% | -6 | -1% | u | -2% | u | -9
28 | Cc1ccc(-n2ncc3c(=O)n(CC(=O)N4CCN(c5ccccc5)CC4)cnc32)cc1 | -5% | u | -1% | -1 | 0% | -1%[7.66 µM] | -4% | 5% | 6
29 | O=S(=O)(c1ccc(-c2ccccc2)cc1)N1CCOCC1 | -1% | 0%&-1% | 0%&10% | 19 | -11% | 2% | 2%[9.22 µM] | 6% | -2
30 | CC(NC(=O)C1CCN(C(=O)c2cccs2)CC1)c1ccc(S(N)(=O)=O)cc1 (stereo not drawn) | -3% | 4% | 14% | 9 | 7% | 6% | -17% | 0% | -2

Four neighbouring entries from above, for reference:
entry | Molecule | HT1080 IDH1KD tx | KB-V1 MDR tox | KB-3-1 tox | IL1B secr inh | HT1080NT lethal | GLP1R cytotox | SW480 rerep | MCF10A rerep | DRD3 agonist
16 | COc1cc(CC(=O)OCC(=O)c2c[nH]c3ccccc23)cc(OC)c1OC | -14% | -15% | u | 56 | -3%[9.24 µM] | -11% | u | u | 0
17 | CC(O)[C@H]1CC[C@H]2[C@@H]3CC[C@H]4C[C@@H](O)CC[C@]4(C)[C@H]3/C(=N/O)C[C@]12C (stereo partly drawn) | 6% | 8% | 0% | 0 | 5% | 5% | -7% | -3% | 3
18 | CCN[C@H]1CN(CCCOC)S(=O)(=O)c2sc(S(N)(=O)=O)cc21 | 13% | -1% | 0% | 10 | 17% | 0% | 9% | -27% | 15&6
19 | Cn1nc(-c2ccc(OCC(N)=O)cc2)c2ccccc2c1=O | 2% | -4% | 2% | 10 | 10% | 2% | -37%[inhibitor] | 0% | 0

(list continues)
entry | Molecule | HT1080 IDH1KD tx | KB-V1 MDR tox | KB-3-1 tox | IL1B secr inh | HT1080NT lethal | GLP1R cytotox | SW480 rerep | MCF10A rerep | DRD3 agonist
31 | COc1cc(NC(=O)COC(=O)CNC(=O)c2cc(C)cc(C)c2)c(C)cc1[N+](=O)[O-] | 9% | u | 29% | 13 | -1% | -7% | -4% | -45%[inhibitor] | -6
32 | O=C(Nc1ccncc1)c1ccccc1Cl | -8% | 2% | -7% | -17 | -2% | 10% | -6% | 0% | 4
33 | C/C(=N\Nc1ccc(C(F)(F)F)cc1[N+](=O)[O-])C(C)C | 1% | -1% | 2% | 20 | -4% | 2% | 7% | 4% | -10
34 | Nc1ncnc2c1ccn2[C@H]1CN(Cc2ccc3c(c2)OCO3)C[C@@H](CO)O1 | 0% | 6% | 0% | u | u | 3% | x | x | 0
35 | Cc1ccc(S(=O)(=O)N2CCOC2CNC(=O)C(=O)NCc2ccccc2)cc1 (stereo not drawn) | 14% | -13% | 2% | -2 | 18% | -3% | -5% | -4% | 3
36 | O=C(NCC1CCCO1)NC12CC3CC(CC(C3)C1)C2 (stereo not drawn) | -1% | 1% | -6% | 15 | 12% | 17% | 13% | 4% | -1
37 | CCOc1ccc(C2OCCC(C)O2)cc1OC (stereo not drawn) | -3% | -23% | 2% | -5 | -3% | 5% | 5% | 8% | -7
38 | C#CC(CCN1CCCCC1)(OC)c1ccccc1 (stereo not drawn) | -1% | -18% | -13% | 9 | 0% | 8% | 11% | 14% | 5
39 | CSCCC(NC(=O)c1ccco1)C(=O)N1CCCC(C(F)(F)F)C1 (stereo not drawn) | -4% | 0% | -19% | 3 | -1% | -1% | -3% | -3% | 2
40 | CCOc1ccc2nc(NCCCNS(=O)(=O)c3ccc(F)cc3)c(C#N)cc2c1 | -12% | 0% | 18µM* | 9 | -2% | 201%[activator] | u | 2.1µM* | -15
41 | C[C@H]1CN([C@@H](C)CO)S(=O)(=O)c2ccc(Br)cc2O[C@@H]1CN(C)Cc1cccc(F)c1 | -23% | 2% | -1% | -26 | u | -25% | x | x | -13
42 | CCN(CC)C(=O)C(C(=O)c1cccc([N+](=O)[O-])c1)n1cc(Cl)ccc1=O (stereo not drawn) | -10% | 2% | -1% | -3 | 0% | 14% | -4% | -2% | -2
43 | O=C(Cc1cccs1)Nc1cccc(C(=O)Nc2ccco2)c1 | 11µM* | u | u | -20 | u | -10% | -3%[9.22 µM] | 1% | 0
44 | COc1ccc(C(=O)NNC2=NS(=O)(=O)c3ccccc32)cc1OC | 14% | 2% | 2% | 13 | 20% | -10% | -1% | -3% | 1
45 | O=C(CN1C(=O)S/C(=C\c2ccc(O)c([N+](=O)[O-])c2)C1=O)Nc1ccc(N2CCOCC2)cc1 | 13% | 0% | 10% | 1 | 0% | -6% | 9% | 1% | 6
46 | COc1ccc(NC(=O)c2ccc(OC(F)F)cc2)cc1Cl | -4% | u | -21% | u | -8% | -26% | -4% | 0% | 2
47 | N#Cc1ccccc1Oc1ccccc1C=O | -17% | -7% | 2% | 25 | -8% | -11% | -18% | u | -2
